HCV inh: blocks hepatitis C virus; Huh7.5.1 HCVcc-Cre infection, luciferase reporter, 44 h; Potency, µM (series often up to 41.8 µM), inactives show at the highest dose activity change, negative = inhibition, most hits filed as inhibitors; 340,000 tested, 3.4% active; AID 651820; note: potency is the fitted concentration of half-maximal effect; % is set by controls: 0 for no effect and ±100 for the full control effect
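A cell-based infection assay in which seeded cells (1,000 per well) receive test compound after 4 h, are inoculated with HCVcc-Cre at approximately 0.5 moi, and are incubated 44 h before luminescence detection.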
FBPA Giardia inh: inhibitors of Giardia lamblia fructose-1,6-bisphosphate aldolase | purified Giardia FBPA | A8B2U2 | Potency, µM (series often up to 59.6 µM), without a hit: top-dose activity, negative = inhibition, actives largely listed as inhibitors | 290,000 tested, 0.71% active; note: potency is the fitted concentration of half-maximal effect; % is set by controls: 0 for no effect and ±100 for the full control effect; nearly all actives have a fitted effect of over 55% in size
Target sequence (A8B2U2 whole entry, looked up): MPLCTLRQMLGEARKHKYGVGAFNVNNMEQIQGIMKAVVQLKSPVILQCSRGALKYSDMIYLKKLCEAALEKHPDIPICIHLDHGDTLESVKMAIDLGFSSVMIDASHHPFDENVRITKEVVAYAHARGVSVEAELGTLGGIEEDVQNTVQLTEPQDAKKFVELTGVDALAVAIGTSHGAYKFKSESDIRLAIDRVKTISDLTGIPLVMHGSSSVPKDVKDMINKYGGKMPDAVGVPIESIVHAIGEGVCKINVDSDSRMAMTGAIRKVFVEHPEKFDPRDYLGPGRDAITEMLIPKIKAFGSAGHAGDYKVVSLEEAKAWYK
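40 nM FBPA preincubated 10 min at RT with compound (up to 57.5 uM final), then substrate plus GAPDH/TPI/NAD/arsenate coupling and diaphorase/resazurin added. Fluorescence read after 20 min at RT, 525/598 nm.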
CHX counter: affects cycloheximide protein synthesis inhibition readout, counter-screen | cell reporter, cycloheximide protein synthesis inhibition counterscreen | max response, % | 300,000 tested, 12% active | AID 2314; in the data active = max response mostly above about 13%, no sharp cut-off; inactive = mostly below about 14%; note: read at 38.3 µM for the half of the compounds with a filed dose; 0% is about no effect
Shiga inhibitor: blocks Shiga toxin action in Vero cells. Vero cells, Shiga toxin protein synthesis inhibition reporter. inhibition, % at 38.7 µM. 290,000 tested, 9.2% active; in the data active = inhibition mostly above about 28%, no sharp cut-off; inactive = mostly below about 43%; note: 0% is about no effect
Pf growth 48h: inhibits P. falciparum growth in the first generation, 48 h | AID 504832 | Potency, µM (series often up to 28.7 µM), inactives show at the top dose activity change, negative = inhibition, hits mostly inhibitors | P. falciparum luciferase growth in erythrocytes, 48 h | 310,000 tested, 5.9% active; note: potency is the fitted concentration of half-maximal effect; % is set by controls: 0 for no effect and ±100 for the full control effect
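Read-out is firefly luciferase luminescence from an integrated reporter in P. falciparum, so falling signal marks reduced parasite growth. Infected erythrocytes were at 2% hematocrit and 0.1% parasitemia (final) in Albumax-supplemented RPMI 1640.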
Pf growth 96h: P. falciparum growth inhibition at 96 hour, primary screen for plastid delayed-death inhibitors | 320,000 tested, 6.9% active | P. falciparum luciferase reporter growth, 96 h | Potency, µM (highest dose often 28.7 µM), inactives show at the top dose activity change, negative = inhibition, hits mostly inhibitors; note: potency is the fitted concentration of half-maximal effect; % is set by controls: 0 for no effect and ±100 for the full control effect
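Compounds incubated with erythrocytes infected by luciferase-expressing P. falciparum (2% hematocrit, 0.05% parasitemia final) for 96 hours, 37 C in 5% CO2. Growth inhibition scored as decreased luciferase luminescence.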
The depositor's hits bear a star; u = inconclusive; x = no result given; [ ] = another dose, or the depositor's remark. Unless noted, calls come from the whole dose curve; as a rule, active = well fitted curve in the direction sought with a large enough effect; inconclusive = small, poorly fitted or top-dose-only effect, or another doubt; inactive = no such curve, though single readings can be large; an effect the other way counts as inactive or inconclusive.

Start of the listing, in advance, 4 compounds:
SMILES | HCV inh | FBPA Giardia inh | CHX counter | Shiga inhibitor | Pf growth 48h | Pf growth 96h
CCOc1ccc(N(CC(=O)N2CCOCC2)S(=O)(=O)c2ccc(SC)cc2)cc1 | -13% | 4% | -6 | -3 | -3% | 36%[activator]
COc1ccc(NC(=O)c2ccc(NS(=O)(=O)c3cccc4cccnc34)cc2)cc1 | -84% | -3% | -1 | 16 | -16% | 13%
Cc1ccc(/C=N/n2c(-c3ccc(Cl)cc3)n[nH]c2=S)o1 | 9% | 5% | 6 | -11 | 28% | -10%
CCN(CC)S(=O)(=O)c1ccc(OC(C)C)c(NC(=O)c2c3c(nc4ccccc24)CCN(Cc2ccccc2)C3)c1 | u | -1% | 1 | -3 | 2.6µM* | 2.9µM*

Main list, repeating the preview:
SMILES | HCV inh | FBPA Giardia inh | CHX counter | Shiga inhibitor | Pf growth 48h | Pf growth 96h
CCOc1ccc(N(CC(=O)N2CCOCC2)S(=O)(=O)c2ccc(SC)cc2)cc1 | -13% | 4% | -6 | -3 | -3% | 36%[activator]
COc1ccc(NC(=O)c2ccc(NS(=O)(=O)c3cccc4cccnc34)cc2)cc1 | -84% | -3% | -1 | 16 | -16% | 13%
Cc1ccc(/C=N/n2c(-c3ccc(Cl)cc3)n[nH]c2=S)o1 | 9% | 5% | 6 | -11 | 28% | -10%
CCN(CC)S(=O)(=O)c1ccc(OC(C)C)c(NC(=O)c2c3c(nc4ccccc24)CCN(Cc2ccccc2)C3)c1 | u | -1% | 1 | -3 | 2.6µM* | 2.9µM*
CC(C)(C)n1cnc2cc(NCc3ccc(Br)cc3)ccc21 | -8% | -3% | 47* | 117* | -13% | -13%
COc1ccc(S(=O)(=O)N2CCCC2CNC(=O)C(=O)NCCc2ccccc2)cc1 (stereo unspecified) | u | x | x | x | u | u
Cc1cc(=O)[nH]c2c1c(C)nn2C1CCCC1 | 3% | -8% | -1 | -18 | -3% | x
Cc1cc([N+](=O)[O-])ccc1NC1CCCC1 | u | 1% | 9 | 40 | 2% | 34%[activator]
O=C(N/N=C/c1coc2ccccc2c1=O)c1cn(-c2ccccc2)nc1-c1ccccc1 | -26% | 10% | 0 | -14 | -4% | -24%
O=S(=O)(c1cccc(S(=O)(=O)N2CCN(c3ncccn3)CC2)c1)N1CCOCC1 | 10% | 12% | -1 | -2 | -24% | 12µM*
COc1cccc(CN(C)C(=O)Nc2cccc(C(F)(F)F)c2)c1OC | -11% | 3% | 5 | 25 | -8% | 29%
Cc1nn(CC(C)C)c(Cl)c1C(=O)N(c1ccc(Cl)cc1F)S(C)(=O)=O | -17% | 7% | -2 | 17 | 35%[activator] | 38%[activator]
COc1ccc(CN2C(=O)C(CC(C)C)Nc3ncnc(N4CCN(c5ccccc5)CC4)c32)cc1 (stereo unspecified) | u | x | x | x | 2.6µM* | 12µM*
Cc1ccc(SC(C)c2nc(-c3ccccc3)no2)cc1 (stereo unspecified) | 11% | 3% | 23* | 44 | -3% | -17%
CCOP(=O)(OCC)C(Nc1cccc(C)c1)c1ccc(F)cc1 (stereo unspecified) | 8% | -1% | -1 | 3 | u | u
COCCN(CC(=O)NCc1ccccc1)C(=O)CCC(=O)Nc1nccs1 | 11% | 5% | -4 | -9 | 6% | 0%
COc1cc(C(=O)NCc2nnc(SCC(=O)N3CCCCC3)o2)cc(OC)c1OC | -3% | 0% | -3 | -23 | 3% | -2%
CC(C)N(CC(O)c1cccc([N+](=O)[O-])c1)C(C)C (stereo unspecified) | -2% | -7% | -5 | -12 | u | 14%
CCO[C@@H]1OC(C(=O)N2CCN(Cc3ccc4c(c3)OCO4)CC2)=C[C@H](c2coc3ccccc3c2=O)[C@H]1CCCO | -25% | 1% | -2 | 1 | u | u
CCOC(=O)Cn1c(=NC(=O)C2COc3ccccc3O2)sc2cc(S(N)(=O)=O)ccc21 (stereo unspecified) | 3% | 4% | 8 | -10 | 4% | u
O=C(N/N=C/c1cccc(C(F)(F)F)c1)C1CCN(c2ncc(C(F)(F)F)cc2Cl)CC1 | -22% | 5% | -2 | 17 | 37%[activator] | 64%[activator]
CCCCCN(C(=O)CCC(=O)OCC(=O)N1CCC(C)CC1)c1c(N)n(CCCC)c(=O)[nH]c1=O | 16% | x | x | x | 15% | 45%[activator]
COc1cccc(-c2nc3ccccc3c(=O)o2)c1 | 5% | -9% | 19* | 25 | x | x
Cc1ccccc1OCCn1nc(C(=O)O)c2ccccc2c1=O | -16% | -2% | -7 | -6 | u | 111%[activator]
O=C(CSc1nnc(NC2CCCCC2)s1)Nc1ccc(N2CCOCC2)cc1 | x | -5% | 21* | 41* | 17% | 1%
COc1cccc(C2N(c3ccccn3)C(=O)C3CCCN32)c1OC (stereo unspecified) | 15% | 3% | -6 | -35 | 1% | u
O=C(CSc1ncc(-c2ccc(F)cc2)n1Cc1ccco1)Nc1nccs1 | -5% | 7% | 0 | 2 | x | x
N/C(=N\N=C\c1ccc(O)cc1O)N[N+](=O)[O-] | 9% | -3% | -2 | 4 | x | x
CC1CN(S(=O)(=O)c2ccc(C(=O)Nc3nccs3)cc2)CC(C)O1 (stereo unspecified) | -17% | 3% | 1 | -3 | -19% | 5%
O=C(CNC(=O)c1ccc(F)cc1)NCc1ccc(S(=O)(=O)N2CCOCC2)cc1 | -15% | x | x | x | u | 6%
CCOCCCNC(=S)NCCCNc1nc2c(C)cc(C)cc2cc1C#N | 13% | -27% | 5 | 17 | u | -21%
COc1ccc(S(=O)(=O)N(CC(=O)NCc2ccco2)c2ccc(C)cc2)cc1OC | 6% | 11% | 17 | 7 | -2% | -2%
CCCN1CCC(=O)N(CCSc2ccc(Br)cc2)CC1 | x | 3% | 35* | 56* | x | x
COc1ccnc(CN(C)C(=O)C2CCC(=O)N(CCN(C)C)C2)c1 (stereo unspecified) | 8% | -10% | 0 | -13 | 38%[activator] | u
CCCCCc1cc(=O)oc2c(C(CCN3CCCC(C)C3)c3ccc(N(C)C)cc3)c(OC)cc(OC)c12 (stereo unspecified) | -15% | -6% | -3 | 2 | u | 8.3µM*
O=C(O)C(C(O)c1ccccc1)[n+]1ccccc1 (stereo unspecified) | 36%[activator] | x | x | x | u | 73%[activator]
CCOc1ccc(Br)cc1C(=O)N/N=C/c1ccccn1 | u | 9% | -3 | -10 | 9.3µM* | u
CC(Oc1ccc(F)cc1)C(=O)Nc1cc(C(F)(F)F)ccc1-n1cncn1 (stereo unspecified) | u | x | x | x | 0.59µM* | 0.41µM*
Cc1cc(SCC(=O)N(CC(C)C)c2c(N)n(CC(C)C)c(=O)[nH]c2=O)nc2ccccc12 | 5% | x | x | x | u | u
COc1ccc(N(C(=O)c2ccco2)C(C(=O)NC2CCCC2)c2ccc(N3CCOCC3)cc2)c(OC)c1 (stereo unspecified) | 4% | x | -8 | -3 | u | 0%

By substructure: the entries above with a nitro group on carbon.
SMILES | HCV inh | FBPA Giardia inh | CHX counter | Shiga inhibitor | Pf growth 48h | Pf growth 96h
Cc1cc([N+](=O)[O-])ccc1NC1CCCC1 | u | 1% | 9 | 40 | 2% | 34%[activator]
CC(C)N(CC(O)c1cccc([N+](=O)[O-])c1)C(C)C (stereo unspecified) | -2% | -7% | -5 | -12 | u | 14%

(next part)
SMILES | HCV inh | FBPA Giardia inh | CHX counter | Shiga inhibitor | Pf growth 48h | Pf growth 96h
CCOC(=O)CSc1ccc(C(=O)Nc2ccc(Cl)cc2)cn1 | 16% | -2% | -3 | -11 | 10% | 51%[activator]
CCCCNC(=S)N=Nc1c(O)n(Cc2ccccc2)c2ccccc12 | u | 0% | -1 | -12 | 13µM* | 10µM*
S=C(NCc1ccco1)Nc1ccccc1 | -12% | 2% | -3 | -12 | 31%[activator] | 13%
C=CCn1c(COc2ccccc2OC)nc2ccccc21 | 7% | 2% | 8.4* | 4 | u | u
CC(=O)Nc1cccc(/C(C)=N/NC(=O)c2ccc3c(c2)OCO3)c1 | -14% | -1% | 26* | 42 | 257%[activator] | 147%[activator]
CC(=O)c1cccc(NC(=O)C(C)OC(=O)c2ccc3ncsc3c2)c1 (stereo unspecified) | 7% | x | x | x | u | u
Cc1ccc(C(=O)N/N=C/C=C/c2ccccc2)o1 | 1% | -15% | 22 | 119* | -28% | 280%[activator]
CCCC(NC(=O)COc1cc2c(c3oc(=O)c(C)c(C)c13)CCC(C)(C)O2)C(=O)O (stereo unspecified) | 9% | -9% | 2 | 2 | u | u
CCc1nnc(NC(=O)C2CCN(c3cnccn3)CC2)s1 | 12% | 1% | -3 | 17 | 8% | 2%
Cc1c(C(=O)NCc2cccnc2)oc2ccccc12 | 21% | -6% | 19 | -3 | -3% | 3%
Nc1nccnc1C(=O)OCC(=O)NC1CCCc2ccccc21 (stereo unspecified) | -26% | x | x | x | -19% | -3%
O=C1NCCCCC1NC1CC(=O)N(c2ccccc2)C1=O (stereo unspecified) | -2% | 2% | -2 | -2 | 8% | -2%
O=C(NCc1ccccc1)c1ccc(Br)o1 | u | -3% | 6 | -14 | 9% | -9%
CCC(=O)c1ccc(OCC(=O)OC(C)C(=O)N2CCc3ccccc32)cc1 (stereo unspecified) | 22% | x | x | x | 4% | 4%
COc1ccc(C2CC(c3ccc(F)cc3)=NN2c2ccccc2)cc1OC (stereo unspecified) | u | 3% | 26* | 90* | u | u
COc1ccccc1N1CCN(C(=O)CSc2nnc(NC(=O)c3ccco3)s2)CC1 | -5% | 11% | 3 | -3 | u | 12%
COCCCNC(=O)C1CCC(CNS(=O)(=O)c2ccc(Cl)cc2)CC1 (stereo unspecified) | 3% | 4% | 2 | 9 | 0% | 47%[activator]
CC(=O)Nc1ccc(N=Cc2ccc[nH]2)cc1 | 12% | -16% | 15 | 41 | 29% | u
Cc1c(Cl)cccc1NC(=O)N1CCN(C(=O)c2ccco2)CC1 | -6% | x | -6 | 1 | -23% | 63%[activator]
Cc1cc(Cl)ccc1C(=O)C1CCCN(C(=O)c2cscn2)C1 (stereo unspecified) | -18% | 5% | -2 | -9 | 40%[activator] | u
COc1ccccc1C(=O)Nn1c(C2CCC2)nc2ccccc2c1=O | -15% | 0% | -5 | -3 | -11% | u
Cc1cc(Oc2ccccc2)nc(SCC(=O)Nc2ccc(Cl)c(Cl)c2)n1 | u | 2% | -4 | -5 | x | 13µM*
CC1(C)NS(=O)(=O)Oc2ccccc21 | 9% | -4% | -2 | -8 | 55%[activator] | 23%
O=c1c2ccccc2nc(COc2ccccc2)n1/N=C/c1cc([N+](=O)[O-])ccc1O | 25% | u | 7 | 12 | 2.6µM* | u
O=C(c1cccs1)n1nc(-c2ccccc2)nc1NCc1ccc(F)cc1 | u | -1% | -1 | -16 | x | u
CC(=O)N1c2ccccc2[C@@H](C)[C@@H]1C | 9% | x | x | x | 30% | 20%
Cc1cccc(-c2noc(CCCOc3ccc(Cl)cc3Cl)n2)c1 | 1% | -3% | 1 | 16 | 19% | x
COc1ccccc1N1CCN(C(=O)N2CCOCC2)CC1 | u | 5% | -2 | -10 | 4% | u
CC(=O)C1=C(O)C(=O)N(CCc2ccccc2)C1c1ccccc1[N+](=O)[O-] (stereo unspecified) | 0% | 10% | -5 | -9 | -9% | 85%[activator]
COC(=O)c1cccc(CN2C(=O)SC(Nc3ccc(C)cc3)C2=O)c1 (stereo unspecified) | 11% | -25% | 10 | -4 | -3% | 54%[activator]
CC1CCN(c2ccc(C(=O)O)cc2NS(=O)(=O)c2ccc(Br)cc2)CC1 | 24% | -8% | -4 | 2 | u | 10%
O=C1N2CCSC2=NC1(Nc1ccccn1)C(F)(F)F (stereo unspecified) | 1% | -2% | -3 | -8 | 13% | 9%
Nc1nc(COc2ccccc2C=O)nc(Nc2ccccc2)n1 | 32%[activator] | 0% | 7 | -5 | 7% | 0%
Cc1ccc(S(=O)(=O)CC(=O)c2ccc(C(C)(C)C)cc2)cc1 | 7% | 2% | 6 | 26 | 2.3µM* | 2.6µM*
CCn1c(SCC(=O)NC(C)(C)C)nnc1-c1ccoc1C | 3% | 3% | -2 | 10 | 4% | u

Source: PubChem
